RAD54 inh: inhibitors of human RAD54 branch migration. Q92698. RAD54 Holliday junction branch migration, FAM/BHQ fluorescence. inhibition, % at 10.4 µM. 360,000 compounds, 0.14% hits;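 active means mean normalized replicate activity at least 40 and at least half of replicates scoring 40 or more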;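 further: 0% = median of neutral control wells and 100% = median of positive control wells; inhibitors cause a drop in the FAM fluorescence signal; in these data hits start at about 50%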
Target sequence (Q92698 whole entry, looked up): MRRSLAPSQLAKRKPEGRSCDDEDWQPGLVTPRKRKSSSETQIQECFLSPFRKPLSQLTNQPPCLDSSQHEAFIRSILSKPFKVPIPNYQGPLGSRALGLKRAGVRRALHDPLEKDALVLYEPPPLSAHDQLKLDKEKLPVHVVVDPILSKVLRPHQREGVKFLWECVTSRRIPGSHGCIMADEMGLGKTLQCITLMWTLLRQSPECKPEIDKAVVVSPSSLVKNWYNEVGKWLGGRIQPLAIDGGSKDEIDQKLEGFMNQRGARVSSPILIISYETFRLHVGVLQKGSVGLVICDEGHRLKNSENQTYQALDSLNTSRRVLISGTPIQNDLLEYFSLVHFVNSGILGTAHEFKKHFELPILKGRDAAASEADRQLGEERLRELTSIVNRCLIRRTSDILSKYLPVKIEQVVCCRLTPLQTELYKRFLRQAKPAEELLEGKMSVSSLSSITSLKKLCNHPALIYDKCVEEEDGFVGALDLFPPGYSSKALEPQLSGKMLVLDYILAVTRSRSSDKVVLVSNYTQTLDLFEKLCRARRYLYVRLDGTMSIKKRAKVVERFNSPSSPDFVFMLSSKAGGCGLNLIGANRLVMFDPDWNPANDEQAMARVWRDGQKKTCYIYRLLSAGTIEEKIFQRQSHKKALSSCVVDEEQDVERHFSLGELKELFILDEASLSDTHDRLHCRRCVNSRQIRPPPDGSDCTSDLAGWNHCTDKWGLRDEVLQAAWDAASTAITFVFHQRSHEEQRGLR
ARNT TACC3 PPI: disruptors of human ARNT/TACC3 interaction. Q9Y6A5. AID 623870. 390,000 compounds, 0.66% hits. inhibition, % at 9.99 µM. AlphaScreen His-ARNT PAS-B/GST-TACC3 binding, luminescence; TACC3 fragment carries E629A point mutation;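 active means mean inhibition of replicates at least 50% and at least half of replicates each reaching 50%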;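 further: 0% = complete ARNT plus TACC3 wells and 100% = ARNT alone without TACC3; many hits fall short of the cut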
PglD inh: blocks C. jejuni PglD acetyltransferase activity; purified PglD enzyme, DTNB colorimetric CoA detection; inhibition, % at 12.5 µM; 360,000 compounds, 0.098% hits; AID 602405; in the data active means inhibition above about 16%, passing the limit was not always enough; further: strong numbers were not always called active
The depositor's hits bear a star. A portion of the library, so the mix of outcomes need not match the whole.

[1] COc1cccc(CN2C(=O)CN(C3CCCCC3)C(=O)C2c2ccc(F)cc2)c1 (centres undefined)
[2] CCC(=O)Nc1nc2ccc(S(C)(=O)=O)cc2s1
[3] O=C(CN1CC(c2ccccc2)CC1=O)OCc1cccc(Br)c1 (centres undefined)
[4] O=C(O)c1c[nH]c2c(C(F)(F)F)cccc2c1=O
[5] O=C(CCSCCc1ccccn1)Nc1cc(F)ccc1F
[6] N#C/C(=C\c1c(N2CCCCCC2)nc2ccccn2c1=O)C(=O)NC1CCS(=O)(=O)C1 (centres undefined)
[7] O=C(c1ccccc1)c1c(O)cc(-c2ccccc2)oc1=O
[8] O=C(N/N=C/c1cc(Br)cs1)c1ccccc1[N+](=O)[O-]
Assay by compound	1	2	3	4	5	6	7	8
RAD54 inh	-5	-1	3	-2	-2	-1	6	-1
ARNT TACC3 PPI	-11	-11	-5	-5	-4	0	-8	5
PglD inh	-2	0	-1	-2	0	-6	8	-3

[9] CCCCNCCOc1ccccc1-c1ccccc1
[10] Cc1nc(C)c(CCNC(=O)c2ccccc2Br)s1
[11] COC(=O)C(Cc1ccccc1)NC(=O)COc1ccc(C(C)(C)C)cc1 (centres undefined)
[12] Cc1ccc(S(=O)(=O)NC2c3cccc4cccc(c34)C2Sc2nc(C)cc(C)n2)cc1 (centres undefined)
[13] CCn1cc(C(=O)Nc2ccc(C)c([N+](=O)[O-])c2)cn1
[14] c1csc(-c2nc3nc4ccccc4nc3n2Cc2ccc3c(c2)OCO3)c1
[15] CC(=O)Nc1ccc(S(=O)(=O)Nc2nc(CN3CCOCC3)nc3sc4c(c23)CCCC4)cc1
[16] Cc1cccc(OC(C)C(=O)N2CCCN(C)CC2)c1C (centres undefined)
Assay by compound	9	10	11	12	13	14	15	16
RAD54 inh	1	8	-11	5	4	-8	-7	7
ARNT TACC3 PPI	-3	-7	-4	1	0	-4	6	-3
PglD inh	2	0	0	-3	5	4	8	1

[17] O=c1c(C(c2ccccc2)c2c(O)nc3n(c2=O)CCCS3)c(O)nc2n1CCCS2
[18] Cc1ccccc1Cn1nc(C)c(NC(=O)c2sc3ccccc3c2Cl)c1C
[19] Cn1nc([N+](=O)[O-])nc1Sc1nnc(-c2ccccc2)o1
[20] O=C(Nc1ccc(/C=C/c2nc3ccccc3o2)cc1)c1cccc(C(F)(F)F)c1
[21] CC1CC(C)CN(C(=O)Cn2c(=O)n(CCCCC(=O)NCc3ccco3)c(=O)c3ccccc32)C1 (centres undefined)
[22] CCOC(=O)Cc1c(C)nc2c(C#N)c(C)nn2c1C
[23] COC(=O)C1=C(NC(=O)COc2ccc3ccccc3c2)CCS1
[24] Cc1noc(C)c1CSc1nnc(-c2ccccc2)n1N
Assay by compound	17	18	19	20	21	22	23	24
RAD54 inh	-10	-9	-5	2	2	-5	-9	-8
ARNT TACC3 PPI	1	-4	-3	-4	-5	3	-10	-1
PglD inh	-4	-2	-3	4	0	6	0	1

[25] COc1ccc(/C=N/NC(=O)C2(O)c3ccccc3-c3ccccc32)cc1
[26] Cc1ccc(S(=O)(=O)N2CCN(C(=O)CN3CCCCC3)C2)cc1
[27] COc1ccc(C2C(C#N)=C(N)Nc3onc(C(C)(C)C)c32)c(OC)c1 (centres undefined)
[28] Cc1ccc2nc3sc(C(=O)N4CCCc5ccccc54)c(N)c3cc2c1
[29] COc1ccc(/C=C(\C#N)C(=O)OCC(=O)Nc2ccc(C(C)(C)C)cc2)cc1
[30] COc1ccc(C(CC(=O)O)NC(=O)c2ccco2)cc1 (centres undefined)
[31] C=CC[N+](C)(C)C/C(Cl)=C(\Cl)c1ccccc1
[32] O=C(Nc1nncs1)c1ccc(N2C(=O)C3C4C=CC(C4)C3C2=O)cc1 (centres undefined)
Assay by compound	25	26	27	28	29	30	31	32
RAD54 inh	-4	1	0	-7	-8	2	11	-1
ARNT TACC3 PPI	-7	27	2	-5	-3	-13	1	0
PglD inh	6	-2	4	4	9	-5	2	-4

[33] CCC1c2ccc(C)n2CCN1C(=O)Nc1ccc(F)cc1 (centres undefined)
[34] CC1CCCN(S(=O)(=O)c2ccc(N(C(=O)c3cnccn3)C(C(=O)NC3CCCCC3)c3cccs3)cc2)C1 (centres undefined)
[35] CCN(C(=O)COC(=O)c1cccnc1Nc1cccc(C(F)(F)F)c1)C1CCS(=O)(=O)C1 (centres undefined)
[36] O=C(CO/N=C/c1ccc2c(c1)OCO2)Nc1cccc(Br)c1
[37] CC(=O)c1cccc(N=C2C(=O)Nc3ccccc32)c1
[38] CCOc1ccccc1C(=O)NCCCCCC(=O)O
[39] Fc1ccc2[nH]c3c(NCCN4CCOCC4)ncnc3c2c1
[40] CC1CN(C(=O)c2ccccc2)C(=Nc2cccc(S(=O)(=O)N(C)C)c2)S1 (centres undefined)
Assay by compound	33	34	35	36	37	38	39	40
RAD54 inh	-20	-5	-6	4	1	0	18	-7
ARNT TACC3 PPI	1	-2	-1	-3	2	-19	-1	-16
PglD inh	3	-2	-5	-4	-2	3	0	1

[41] COc1nc(-c2ccccc2)ccc1-c1noc(COc2ccccc2)n1
[42] O=C(c1cc2ccccc2oc1=O)N(Cc1ccccc1)CC1CCCO1 (centres undefined)
[43] CCCCC(=O)Nc1ccc(C(=O)NCCc2ccccc2)cc1
[44] Cc1nc2c(C(=O)NCCc3ccccc3Cl)c[nH]n2c(=O)c1Cl
[45] COc1ccc(OC)c(S(=O)(=O)N2CCC(C(=O)Nc3ccc(C)c(C)c3)CC2)c1
[46] CN(C)C(=O)CN(C)S(=O)(=O)c1ccc(Cl)cc1
[47] CCOC(=O)N1CCN(C(=O)c2ccc3nc(N4CCCCC4)sc3c2)CC1
[48] Cc1ccc(S(=O)(=O)N2CCOCC2)cc1NC(=O)COC(=O)c1cc(=O)c2ccccc2o1
Assay by compound	41	42	43	44	45	46	47	48
RAD54 inh	-12	-5	2	-1	3	1	-2	2
ARNT TACC3 PPI	-5	-14	-3	0	3	3	-1	-7
PglD inh	2	1	-1	2	-2	5	5	4

Four entries already listed, arranged by the value under ARNT TACC3 PPI, smallest number first.
item	mol	ARNT TACC3 PPI	PglD inh
48	Cc1ccc(S(=O)(=O)N2CCOCC2)cc1NC(=O)COC(=O)c1cc(=O)c2ccccc2o1	-7	4
14	c1csc(-c2nc3nc4ccccc4nc3n2Cc2ccc3c(c2)OCO3)c1	-4	4
29	COc1ccc(/C=C(\C#N)C(=O)OCC(=O)Nc2ccc(C(C)(C)C)cc2)cc1	-3	9
37	CC(=O)c1cccc(N=C2C(=O)Nc3ccccc32)c1	2	-2

Following part.
[49] CC(C)COc1ccc(C(=O)Nc2ccc(NC(=O)c3ccco3)c(Cl)c2)cc1
[50] O=C(CNC(=S)N(CCCN1CCOCC1)Cc1cccs1)NCCCN1CCOCC1
[51] COc1ccc(-n2c(N)c(C(=O)NCc3ccco3)sc2=S)cc1
[52] CCCc1[nH]nc2c1C(c1cn[nH]c1-c1ccc(F)cc1)C(C#N)=C(N)O2 (centres undefined)
[53] Cc1nc(Nc2nc(CSc3nc4ccccc4[nH]3)cc(=O)[nH]2)nc2ccccc12
[54] CC(C)(C)C(=O)OCCNc1nc(-c2ccccc2)nc2ccccc12
[55] Cc1nc2c(C(=O)N3CCCCC3)cnn2c(C)c1Cc1ccccc1F
[56] O=C(COc1ccccc1)Nc1cccc(-c2nc3ccccc3[nH]2)c1
Assay by compound	49	50	51	52	53	54	55	56
RAD54 inh	-4	17	-8	9	1	0	4	-3
ARNT TACC3 PPI	-2	3	-6	5	-10	-3	-23	-10
PglD inh	3	-2	2	-3	-2	-3	3	-2

[57] O=[N+]([O-])c1ccc(C(=S)N2CCC(Cc3ccccc3)CC2)cc1
[58] COc1ccc(CNC(=O)COC(=O)/C=C/c2cccs2)cc1
[59] Cc1ccccc1N=C(NOCc1ccccc1)c1nonc1N
[60] c1ccc(-c2n[nH]c(-c3ccccc3)c2-c2nc3ccccc3[nH]2)cc1
[61] CCOc1ccc(NC(=O)CSc2nc3[nH]ncc3c(=O)n2-c2ccccc2OC)cc1
[62] CCCC1=Nc2cc(C(=O)NCCCOC(C)C)ccc2Sc2ccccc21
[63] O=C(COC(=O)c1ncc(Cl)c(Cl)c1Cl)c1ccc(Cl)s1
[64] COc1ccc(OC)c(/C=N/NC(=O)c2cc(-c3ccc(C)o3)nc3ccccc23)c1
Assay by compound	57	58	59	60	61	62	63	64
RAD54 inh	-1	3	-6	14	10	-3	7	4
ARNT TACC3 PPI	10	6	-7	-1	6	-1	-7	-5
PglD inh	-2	-3	2	-9	-5	-5	-3	0

Some of these compounds in order of number of heavy atoms, rising.
[3] O=C(CN1CC(c2ccccc2)CC1=O)OCc1cccc(Br)c1 (centres undefined)
[60] c1ccc(-c2n[nH]c(-c3ccccc3)c2-c2nc3ccccc3[nH]2)cc1
[1] COc1cccc(CN2C(=O)CN(C3CCCCC3)C(=O)C2c2ccc(F)cc2)c1 (centres undefined)
Assay by compound	3	60	1
RAD54 inh	3	14	-5
ARNT TACC3 PPI	-5	-1	-11
PglD inh	-1	-9	-2

Next part:
[65] O=C(Nc1nnc(SCc2ccc(F)cc2)s1)c1ccco1
[66] COc1ccc(/C(N)=N/OC(=O)c2cccc([N+](=O)[O-])c2C)cc1OC
[67] Cc1cccc(-n2nnc(C(=O)NCc3ccccn3)c2N)c1
[68] O=C(CSc1nc2ccccc2c(=O)n1-c1ccccc1)N1CCc2ccccc2C1
[69] Cc1cccc(C(=O)N(NC(=O)Oc2ccccc2)C(C)(C)C)c1
[70] CCCC(=O)Nc1sc(C)c(-c2ccc(OC)cc2)c1C#N
[71] CCC1=NN(C(=O)CCc2ccccc2O)C(O)(C(F)(F)F)C1 (centres undefined)
[72] CCC(C)Sc1cc(C)c(C#N)c2nc3ccccc3n12 (centres undefined)
Assay by compound	65	66	67	68	69	70	71	72
RAD54 inh	-4	6	3	-5	1	-15	-4	1
ARNT TACC3 PPI	-3	-3	0	-6	2	-6	-4	-3
PglD inh	-6	-2	4	0	-3	-1	-1	4

5 compounds from above, limited to PglD inh:
| entry | SMILES | PglD inh |
| --- | --- | --- |
| 19 | Cn1nc([N+](=O)[O-])nc1Sc1nnc(-c2ccccc2)o1 | -3 |
| 20 | O=C(Nc1ccc(/C=C/c2nc3ccccc3o2)cc1)c1cccc(C(F)(F)F)c1 | 4 |
| 21 | CC1CC(C)CN(C(=O)Cn2c(=O)n(CCCCC(=O)NCc3ccco3)c(=O)c3ccccc32)C1 (centres undefined) | 0 |
| 22 | CCOC(=O)Cc1c(C)nc2c(C#N)c(C)nn2c1C | 6 |
| 23 | COC(=O)C1=C(NC(=O)COc2ccc3ccccc3c2)CCS1 | 0 |

Structures above containing a tert-butyl group, in the order listed:
[11] COC(=O)C(Cc1ccccc1)NC(=O)COc1ccc(C(C)(C)C)cc1 (centres undefined)
[27] COc1ccc(C2C(C#N)=C(N)Nc3onc(C(C)(C)C)c32)c(OC)c1 (centres undefined)
[29] COc1ccc(/C=C(\C#N)C(=O)OCC(=O)Nc2ccc(C(C)(C)C)cc2)cc1
[54] CC(C)(C)C(=O)OCCNc1nc(-c2ccccc2)nc2ccccc12
[69] Cc1cccc(C(=O)N(NC(=O)Oc2ccccc2)C(C)(C)C)c1
Assay by compound	11	27	29	54	69
RAD54 inh	-11	0	-8	0	1
ARNT TACC3 PPI	-4	2	-3	-3	2
PglD inh	0	4	9	-3	-3

Next compounds follow:
[73] CCOC(=O)CCc1c(C)c2ccc(OCC(=O)OC(C)C)cc2oc1=O
[74] O=[N+]([O-])c1cccc(-c2nnc3c4ccccc4c4ccccc4n23)c1
[75] CC(=O)Oc1ccc(/C=N/NC(=S)Nc2ccccc2)cc1
[76] Cc1cc(C(=O)CSc2nc3ccccc3c(=O)[nH]2)c(C)n1C
[77] O=c1c2ccccc2nc(SCc2cccc(F)c2)n1-c1cccc(S(=O)(=O)N2CCCC2)c1
[78] CCC(C)(NC(=O)c1cccc(N2C(=O)CSC2c2ccccc2)c1)C(=O)Nc1ccccc1C (centres undefined)
[79] Cc1ccc(S(=O)(=O)NCCc2ccccc2)cc1
[80] CC1CCN(C(=O)C2CCN(S(=O)(=O)c3cnc[nH]3)CC2)CC1
Assay by compound	73	74	75	76	77	78	79	80
RAD54 inh	-9	1	-4	-4	-4	-2	0	3
ARNT TACC3 PPI	3	-3	7	2	-8	-4	-11	-3
PglD inh	1	-1	-3	3	-3	-3	0	0

[81] Cc1c(C(=S)Nc2ccccc2)cnn1-c1ccccc1
[82] Cc1c(NS(=O)(=O)c2ccc(N(C)C3CCCCC3)c([N+](=O)[O-])c2)c(=O)n(-c2ccccc2)n1C
[83] O=C1CC(=O)C(n2cncn2)C(c2ccc(Cl)cc2Cl)C1 (centres undefined)
[84] CC(C)N(Cc1cc2ccccc2[nH]c1=O)C(=O)C(C)(C)C
[85] CCCn1c(N2CCN(CC(=O)c3c[nH]c4ccccc34)CC2)nc2c1c(=O)[nH]c(=O)n2C
[86] Cc1csc(NC(=O)[C@@H](NC(=O)c2ccccc2)C(C)C)n1
[87] Cc1cccc(NC(=S)NCc2cccs2)c1C
Assay by compound	81	82	83	84	85	86	87
RAD54 inh	-2	5	-1	-7	-5	-4	-6
ARNT TACC3 PPI	-5	3	-10	-4	-22	-4	1
PglD inh	-3	3	5	5	8	2	-2

Compound activity from PubChem.
